Screening results: PubChem, Johns Hopkins Ion Channel Center
CHT inh: inhibitors of human choline transporter CHT; CHT-expressing cells, membrane potential dye, choline response; stronger effect = lower value; B-score at 10 µM; High affinity choline transporter 1 (Homo sapiens), Q9GZV3; actives 0.86% (n = 310,000);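 active = B-score over 3 SD under the library average, and starting fluorescence ratio not unusually high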;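 also: choline stimulus applied at its EC90 after an EC20 pre-addition; B-score computed on integrated fluorescence ratio after choline addition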
Target sequence (Q9GZV3 whole entry, looked up): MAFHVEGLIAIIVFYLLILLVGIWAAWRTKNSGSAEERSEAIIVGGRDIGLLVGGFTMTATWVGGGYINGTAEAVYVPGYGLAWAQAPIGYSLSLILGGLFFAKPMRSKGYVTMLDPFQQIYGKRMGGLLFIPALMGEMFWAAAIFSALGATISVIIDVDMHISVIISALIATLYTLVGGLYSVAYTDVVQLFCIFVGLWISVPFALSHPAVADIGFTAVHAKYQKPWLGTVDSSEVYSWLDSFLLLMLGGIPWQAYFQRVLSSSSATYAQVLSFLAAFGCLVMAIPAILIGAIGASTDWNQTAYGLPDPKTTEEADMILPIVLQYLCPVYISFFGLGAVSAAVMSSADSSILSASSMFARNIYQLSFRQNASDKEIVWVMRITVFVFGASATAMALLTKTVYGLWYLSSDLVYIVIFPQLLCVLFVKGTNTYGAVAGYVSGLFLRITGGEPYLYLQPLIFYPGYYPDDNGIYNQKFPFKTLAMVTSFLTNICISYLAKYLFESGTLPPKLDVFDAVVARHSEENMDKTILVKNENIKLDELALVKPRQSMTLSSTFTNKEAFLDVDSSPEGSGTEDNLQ
CHT PAM: CHT positive allosteric modulators, primary screen, cell-based, membrane potential dye, choline EC20 | High affinity choline transporter 1 (Homo sapiens), Q9GZV3 | CHT-expressing cells; stronger effect = higher value; LV-AA mutant CHT in HEK293 cells | B-score at 10 µM | actives 0.49% (n = 310,000);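 active = initial fluorescence not abnormally high and integrated response B-score, plate-corrected, over 3 SD above library mean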
Active calls of the source: *; i = inactive.

nr	SMILES	CHT inh	CHT PAM
1	COc1ccc(S(=O)(=O)NCc2cccnc2)cc1NC(=O)c1ccccc1	i	i
2	CCc1cc(C(=O)COc2ccc(F)cc2)c(O)cc1O	i	i
3	COc1cccc(C2NC(C)(C(=O)O)C3C(=O)N(C(C)C)C(=O)C23)c1O (stereo unspecified)	i	i
4	COc1ccc2nc(COC(=O)c3cccs3)c(C(C)=O)[n+]([O-])c2c1	i	i
5	COc1cccc(CNC(=O)c2ccc(NC(=O)C3=CSCCO3)cc2)c1	i	i
6	CC(=O)Nc1nonc1-c1nc2ccccc2n1Cc1ccccn1	i	i
7	COc1cccc(CNC(=O)C2CCCN(S(=O)(=O)c3c(C)[nH]c(=O)[nH]c3=O)C2)c1 (stereo unspecified)	i	i
8	O=C(O)Cc1c(C(=O)O)nnn1-c1cccc(C(F)(F)F)c1	i	i
9	COC(=O)c1cc(S(=O)(=O)N(C)C2CCCCC2)c[nH]1	i	i
10	COc1ccccc1N1CCN(S(=O)(=O)c2ccc(Br)s2)CC1	i	i
11	Cn1c(NC(=O)c2ccc(F)c(F)c2)cc(=O)n(C)c1=O	i	i
12	Cc1ccc(OCC(=O)Nc2nnc(S(=O)(=O)N3CCC(C)CC3)s2)cc1	i	i
13	COCCCNc1nc2c(c(=O)[nH]c(=O)n2C)n1CC(O)COc1ccccc1C (stereo unspecified)	i	i
14	N#Cc1ccc(C(=O)NCC(c2ccco2)N2CCCC2)cc1 (stereo unspecified)	i	i
15	Cc1cc(C(=O)Nc2ccccc2)c(C)o1	i	i
16	Cc1ccc(C(=O)CSc2nc(-c3ccccc3)ccc2C#N)cc1	i	i
17	COc1cc(OC)c(C=O)c(OC(=O)N2CCOCC2)c1	i	i
18	Cc1ccc2c(CC(=O)OC3CCOC3=O)coc2c1 (stereo unspecified)	i	i
19	CCOc1ccc(-c2[nH]ncc2-c2ccccc2)c(O)c1	i	i
20	COc1ccc(/C=C/c2onc(C)c2S(=O)(=O)N2CCC(C(=O)N3CCCCCC3)CC2)cc1	i	i
21	CN(CC(=O)Nc1ccc(F)cc1)C(=O)COC(=O)CN1C(=O)NC2(CCCC2)C1=O	i	i
22	O=C(O)CCS(=O)(=O)Cc1ccccc1Cl	i	i
23	O=C(COC(=O)C1CC1)Nc1nc(-c2ccc(F)c(F)c2)cs1	i	i
24	CC(C)OCCCNC(=S)NNC(=O)c1ccc(Cl)c(Cl)c1	i	i
25	O=C(CSc1nnc(CNC(=O)c2ccccc2)o1)NCc1ccccc1	i	i
26	CCOc1ccccc1NC(=O)c1ccc2ccccc2c1	i	i
27	COc1ccc(N2CCN(C(c3ccccc3)c3nnnn3Cc3ccc(F)cc3)CC2)cc1 (stereo unspecified)	i	i
28	CC(C)C(NC(=O)OCc1ccccc1)C(=O)OCC(=O)N1C(C)CCCC1C (stereo unspecified)	i	i
29	COCCCn1c(SCc2ccccc2)nc2cc(OC)c(OC)cc2c1=N	i	i
30	CCc1ccc(-n2cc(-c3ccc(F)cc3)[n+]3c2SCCC3)cc1	i	13.8*
31	Cc1cc(C)cc(N2CCN(C(=O)N3CCOCC3)CC2)c1	i	i
32	Cc1cccc(S(=O)(=O)NCCC(=O)OC(C)C(=O)NC(=O)NC2CCCCC2)c1 (stereo unspecified)	i	i
33	C=CCn1cc(-c2cccc(C(F)(F)F)c2)cc(C#N)c1=O	i	i
34	Cc1ccc(NC2=CC(=O)CC(C)(C)C2)cc1F	i	i
35	COc1ccccc1N1CCN(S(=O)(=O)c2ccc3nc(-c4ccccc4)[nH]c3c2)CC1	i	i
36	C=CCN1C(=O)c2ccccc2NC1c1ccc(Br)s1 (stereo unspecified)	i	i
37	CCOc1ccccc1N(C)C(=O)c1nn(-c2ccc(OC)cc2OC)c(=O)c2ccccc12	i	i
38	COc1ccc(NC(=O)CSc2c3c(nc4ccccc24)CCC3)c(OC)c1	i	i
39	COc1ccc(Cl)cc1NC(=O)NC(C)c1ccncc1 (stereo unspecified)	i	i
40	CCOC(=O)c1nnn(-c2nn3nnnc3c3ccccc23)c1C	i	i
41	O=C([C@H](Cc1ccccc1)N1C(=O)c2ccccc2C1=O)N1CCOCC1	i	i
42	Cc1cccc(C(=O)N2CCN(S(=O)(=O)N3CCCCC3)CC2)c1	i	i
43	COC(=O)c1cccc(NC(=O)c2cccc(OC)c2)c1	i	i
44	Cc1cc(NC(=O)CSc2ccc3nnc(-c4ccccn4)n3n2)no1	i	8.08*
45	CC(=O)N1CCN(C(=O)c2ccc(S(=O)(=O)Nc3ccccc3C)cc2)CC1	i	i
46	COc1ccccc1OCC(=O)NCCCN1CCOCC1	i	i
47	COc1ccc(N(CC(=O)NCCSc2ccccn2)S(=O)(=O)c2ccccc2)cc1OC	i	i
48	CCC(=O)N1CCc2cc(S(=O)(=O)CCC(=O)Nc3ccc(C(C)=O)cc3)ccc21	i	i
49	CCc1ccc(NC(=O)Cn2cc([N+](=O)[O-])nc2C)cc1	i	i
50	C1CCCC(NC2=NCCO2)CCC1	i	i
51	C/C(=N\NC(=O)c1ccco1)c1ccc(NC(=O)c2cccs2)cc1	i	i
52	COc1ccccc1C1CCN(Cc2cccc3ccccc23)CC1	i	i
53	O=C(COc1ccc2c(c1)CCC2)Nc1ccccn1	i	i
54	COc1ccc(N2CCN(Cc3nc4c(c(=O)n(C)c(=O)n4C)n3CC(C)=O)CC2)cc1	i	i
55	COC(=O)c1ccc(COc2ccccc2/C=C(\C#N)C(=O)Nc2c(C)cccc2C)cc1	i	i
56	COc1cc(OC)c(S(=O)(=O)Nc2ccc(C)cn2)cc1NC(C)=O	i	i
57	Cn1c(SCC(=O)Nc2ccc(Br)cc2F)nnc1-c1ccco1	i	i
58	COc1cccc(C(=O)NCC(=O)N/N=C/c2ccc3c(c2)OCO3)c1	i	i
59	CC(C)CN1C(Nc2ccccc2)=NC[C@@H]1C	i	i
60	C=CCn1c(Cc2c(C)[nH]c3ccccc23)nnc1SCC(=O)NCc1ccc(F)cc1	i	i

Some of the entries so far, screen by screen:
55) COC(=O)c1ccc(COc2ccccc2/C=C(\C#N)C(=O)Nc2c(C)cccc2C)cc1
56) COc1cc(OC)c(S(=O)(=O)Nc2ccc(C)cn2)cc1NC(C)=O
Compound,55,56
CHT inh,i,i
CHT PAM,i,i

Continued.
nr	SMILES	CHT inh	CHT PAM
61	CCOC(=O)C1CCN(C(=O)c2cc3c(=O)n4ccccc4nc3s2)CC1	i	i
62	COc1cc(=O)[nH]c(SC(C)C(=O)Nc2ccc3ccccc3c2)n1 (stereo unspecified)	i	i
63	CCC(=O)Nc1ccccc1Sc1ncnc2scc(-c3ccccc3)c12	i	i
64	CNC(=S)NNC(=O)c1ccc(=O)n(Cc2cccc(C(F)(F)F)c2)c1	i	i
65	O=Nc1c(O)[nH]c2ccc(Cl)cc12	i	i
66	CCCCNC(=O)C1Cc2cc(S(=O)(=O)N3CCCC3)ccc2N1C(C)=O (stereo unspecified)	i	i
67	CC(=O)Nc1ccc2nsnc2c1	i	i
68	Cc1nn(CC(=O)NC(C)c2ccccc2)c(C)c1[N+](=O)[O-] (stereo unspecified)	i	i
69	COc1ccc(CN(Cc2cccn2C)C(=O)c2cc3cc(OC)ccc3[nH]2)cc1	i	i
70	CCCCCCSc1nnc2[nH]c(=O)cc(N)n12	i	i
71	CCCc1ccc(C(=O)NNC(=O)c2ccc(Cl)cc2)cc1	i	i
72	Cc1cc(C)c(S(=O)(=O)Nc2ccc(OCC(=O)O)cc2)c(C)c1	i	i
73	CCOC(=O)N1CCC(NC(=O)c2ccc(Cl)cc2)CC1	i	i
74	Nc1ccc(Cc2nc3cc4ccccc4cc3[nH]2)cc1	i	i
75	CC(=O)Oc1ccc(/C=C(\NC(=O)c2ccco2)C(=O)Nc2ccc(C(C)=O)cc2)cc1	i	i
76	Cc1c(C(=O)OCC(=O)Nc2ccccc2OC(F)F)cccc1[N+](=O)[O-]	i	i
77	CN(c1cccc(NC(=O)CN(c2ccc(C34CC5CC(CC(C5)C3)C4)cc2)S(C)(=O)=O)c1)S(C)(=O)=O	i	i
78	O=C(CO)N/N=C/c1ccc(Cl)cc1	i	i
79	CCN(CC)C(=O)C(C)N(C#N)c1nc(NC(C)C)nc(NC(C)C)n1 (stereo unspecified)	i	i
80	O=C1CCCc2c1cc(-c1ccccc1)n2-c1ccc(O)cc1	i	i
81	CC(=O)/C(=N/Nc1ccccc1)Sc1nnc(C(O)c2ccccc2)n1-c1ccccc1 (stereo unspecified)	-4.99*	i
82	Cc1cccc(N2CC34C=CC(O3)C(C(=O)O)C4C2=O)c1 (stereo unspecified)	i	i
83	COc1ccc(Cc2nnc3c4cnn(C)c4ncn23)cc1	i	i
84	Cc1ccc(OCC(=O)N2CCN(C(=O)c3cccnc3)CC2)cc1	i	i

CHT inh: hit marks shown above.
#	SMILES	CHT inh
81	CC(=O)/C(=N/Nc1ccccc1)Sc1nnc(C(O)c2ccccc2)n1-c1ccccc1 (stereo unspecified)	-4.99*

Next results
nr	SMILES	CHT inh	CHT PAM
85	CC(=O)Nc1ccc(S(=O)(=O)Nc2nc3ccccc3nc2Nc2cccc(O)c2)cc1	i	i
86	CCCn1nc(NS(=O)(=O)c2ccccc2)c2cc3ccccc3nc21	i	i
87	O=C(NCCCN1CCCC1)c1cccc(N2CCCC2=O)c1	i	i
88	Cc1nnc(SCC(=O)O)o1	i	i
89	CC(=O)Oc1ccc(-c2nc3cc(Cl)ccc3c(=O)o2)cc1	i	i
90	CC1CC(C)CN(C(=O)Cn2nnc(-c3ccccc3)n2)C1 (stereo unspecified)	i	i
91	Cn1c(SCC(=O)N2CCN(S(=O)(=O)c3ccccc3)CC2)nc2ccccc21	i	i
92	CCOc1ccccc1NC(=O)CSc1nnc(-c2ccco2)o1	i	15.7*
93	Cc1cccc(NC(=O)CCN2C(=O)C3C4C=CC(C4)C3C2=O)n1 (stereo unspecified)	i	i
94	CC1CCC(NC(=O)COC(=O)CSc2ccc(C(N)=O)cc2[N+](=O)[O-])CC1 (stereo unspecified)	i	i
95	CCN(CCn1cccn1)C(=O)c1cc(COc2ccc(F)c(F)c2)on1	i	i
96	N#CC(=C1CCCC1)c1nc(-c2ccccc2O)cs1	i	i

Looked up by structure from the list above, 3 records:
nr	SMILES	CHT inh	CHT PAM
86	CCCn1nc(NS(=O)(=O)c2ccccc2)c2cc3ccccc3nc21	i	i
85	CC(=O)Nc1ccc(S(=O)(=O)Nc2nc3ccccc3nc2Nc2cccc(O)c2)cc1	i	i
89	CC(=O)Oc1ccc(-c2nc3cc(Cl)ccc3c(=O)o2)cc1	i	i

Remaining list, next part
nr	SMILES	CHT inh	CHT PAM
97	COc1ccc2c(=O)c3ccccc3oc2c1	i	i
98	COc1ccccc1P(=O)(Cc1ccccc1[N+](=O)[O-])c1ccccc1 (stereo unspecified)	i	i
99	COc1ccc(/C=C2\SC(=S)N(CCCC(=O)Nc3cccc(C(=O)O)c3)C2=O)cc1OC	i	i
100	COc1ccc(-n2c(SCC(=O)Nc3sc4c(c3C#N)CCCC4)nnc2-c2ccccc2OC)cc1	i	i
101	CC(=O)N1CCc2cc(C(=O)CN3CCC(C)CC3)ccc21	i	i
102	Cc1ccc(-c2cc(-c3ccccc3)nc(N)c2C#N)o1	i	i
103	CC(C1CC1)N(C(=O)c1ccccc1O)c1ccccc1 (stereo unspecified)	i	i
104	O=C1CC(c2ccc(Cl)cc2)n2nc(N3C(=O)CCC3=O)nc2N1 (stereo unspecified)	i	i
105	O=C(OCc1nnc(-c2ccccc2)o1)c1ccc2c(c1)OCCO2	i	i
106	Cc1ccc(CNC(=O)C2CCC(=O)N2Cc2ccccc2Cl)cc1 (stereo unspecified)	i	i
107	CCn1c(=NC(=O)c2cccc(N3C(=O)CCC3=O)c2)sc2c(C)ccc(OC)c21	i	i
108	C=CCc1ccc(OCCCCNC(C)CC)c(OC)c1 (stereo unspecified)	i	i
109	COc1ccc(OC)c(S(=O)(=O)N/N=C\c2ccc3c(c2)OCO3)c1	i	i
110	CCOc1ccc(N(CC(=O)NCCSCc2ccccc2)S(=O)(=O)c2ccccc2)cc1	i	i
111	C=CCOc1c(CNc2ncn[nH]2)cccc1OCC	i	i
112	CCN1CCN(C(=O)CN2C(=O)c3ccccc3S2(=O)=O)CC1	i	i
113	Oc1ccc2ccccc2c1-c1sc(Nc2ccccc2)n[n+]1-c1ccc(F)cc1	i	i
114	CC/C(C)=N/Nc1nc2c(c(=O)[nH]c(=O)n2C)n1CCc1ccccc1	i	i
115	O=C(COc1cccc(Br)c1)N/N=C1\CCSC1	i	i
116	COc1cc(C(=O)NCCOc2cc(C)cc(C)c2)cc(OC)c1OC	i	i
117	CCC(=O)N1CCC(c2ccc(OC)cc2)=N1	i	i
118	Oc1ccc(-c2nc3ccccc3s2)cc1	i	i
119	O=C(CC(c1ccccc1)c1ccccc1O)NCc1ccccc1Cl (stereo unspecified)	i	i
120	CCn1c(NCc2cccc(OC)c2OC)nc2ccccc21	i	i
121	COc1ccc(CN2CCSCC2)c(C)c1C	i	i
122	CC(=O)C1=C(C)Nc2ncnn2C1c1ccc(Br)cc1 (stereo unspecified)	i	i
123	CC1(C(=O)NC(=S)N(CCC#N)c2ccccc2)CC1(Cl)Cl (stereo unspecified)	i	i
124	N#Cc1c(-c2ccncc2)cc(-c2ccc(F)cc2)nc1N	i	i
125	COc1cc(C(=O)NCCNC(=O)c2cnccn2)cc(OC)c1OC	i	i
126	Cc1cc(C(=O)N2CCN(S(C)(=O)=O)CC2)sc1-c1ccccc1	i	i
127	Clc1ccccc1-c1nnc2sc(CCc3ccccc3)nn12	i	i
128	Cc1ccccc1OCc1nnc(SCC(=O)Nc2ccc3nc(SCC(=O)NC(C)(C)C)sc3c2)n1C	i	i
129	COc1cc(NC(=O)CCNC(=O)Cn2ccc3ccccc3c2=O)cc(OC)c1OC	i	i
130	Cc1nc(C(=O)N2CCCC(N3CCN(c4ccccc4C)CC3)C2)cs1 (stereo unspecified)	i	i
131	O=C(/C=C/c1c(F)cccc1Cl)Nc1ccncc1	i	i
